# Source: PubChem BioAssay
# Coupling enz: inhibits coupling enzyme system, counter-screen for aldolase hits | activity change, negative = inhibition, % at 58.2 µM, hits read low | hit rate 0.67% among 290,000 | AID 2472 | coupling enzyme system counterscreen, AmpLite Red fluorescence; in the data active means activity change below about -30%; further: on the % scale 0 is the no-effect control and ±100 the full control effect
#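 Compounds tested against the coupling enzymes alone at 57.5 uM final; readout was AmpLite Red fluorescence (525/598 nm) after 20 min at RT.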
# Integrin act MD: integrin-mediated muscular dystrophy alleviation activation | alpha7betagal myoblasts, beta-gal FDG fluorescence, 48 h | Potency, µM (doses to about 38.3 µM), for the others: at the top dose activation, most hits filed as activators | hit rate 0.064% among 350,000 | AID 624291;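 further: potency means the concentration at half of the fitted maximal effect; 100% = response of the positive control SU9516; nearly all actives have a fitted effect of over 60% in size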
#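 alpha7betagal+/- myoblasts (passage 13, 250/well) treated 48 h at 37C with compounds at 1:260 dilution of DMSO stock. Lysed, then beta-galactosidase activity read as FDG fluorescence (ex 480/em 540) after 30 min, with pre-read for autofluorescence.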
# TRPV1 ag: agonists of human vanilloid receptor 1 (TRPV1); TRPV1-expressing cells, Fluo-8 calcium influx, agonist mode; activation, % at 8.33 µM; hit rate 0.19% among 320,000; AID 540275; in the data active means activation above about 80%; inconclusive means between about 30% and that limit; further: 0% is about no effect
#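 Cells expressing TRPV1 were dye-loaded with Fluo-8 and read kinetically: 10 s baseline, 3 min after compound (agonist portion), then 2 min after EC20 capsaicin (allosteric enhancer portion). Calcium-bound dye fluorescence at 480/520 nm.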
# hERG WT inh: blocks the wildtype human KCNH2 potassium channel | Q12809 | AID 720551 | U2OS, BacMam KCNH2, thallium flux FluxOr; active compounds read low | activity change, % at 1.84 µM | hit rate 0.37% among 340,000;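 active means maximum activity change below -70%; inconclusive means maximum activity change between -70% and -50%; inactive means maximum activity change above -50%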; further: on the % scale 0 is the no-effect control and ±100 the full control effect
# Target sequence (Q12809 whole entry, looked up): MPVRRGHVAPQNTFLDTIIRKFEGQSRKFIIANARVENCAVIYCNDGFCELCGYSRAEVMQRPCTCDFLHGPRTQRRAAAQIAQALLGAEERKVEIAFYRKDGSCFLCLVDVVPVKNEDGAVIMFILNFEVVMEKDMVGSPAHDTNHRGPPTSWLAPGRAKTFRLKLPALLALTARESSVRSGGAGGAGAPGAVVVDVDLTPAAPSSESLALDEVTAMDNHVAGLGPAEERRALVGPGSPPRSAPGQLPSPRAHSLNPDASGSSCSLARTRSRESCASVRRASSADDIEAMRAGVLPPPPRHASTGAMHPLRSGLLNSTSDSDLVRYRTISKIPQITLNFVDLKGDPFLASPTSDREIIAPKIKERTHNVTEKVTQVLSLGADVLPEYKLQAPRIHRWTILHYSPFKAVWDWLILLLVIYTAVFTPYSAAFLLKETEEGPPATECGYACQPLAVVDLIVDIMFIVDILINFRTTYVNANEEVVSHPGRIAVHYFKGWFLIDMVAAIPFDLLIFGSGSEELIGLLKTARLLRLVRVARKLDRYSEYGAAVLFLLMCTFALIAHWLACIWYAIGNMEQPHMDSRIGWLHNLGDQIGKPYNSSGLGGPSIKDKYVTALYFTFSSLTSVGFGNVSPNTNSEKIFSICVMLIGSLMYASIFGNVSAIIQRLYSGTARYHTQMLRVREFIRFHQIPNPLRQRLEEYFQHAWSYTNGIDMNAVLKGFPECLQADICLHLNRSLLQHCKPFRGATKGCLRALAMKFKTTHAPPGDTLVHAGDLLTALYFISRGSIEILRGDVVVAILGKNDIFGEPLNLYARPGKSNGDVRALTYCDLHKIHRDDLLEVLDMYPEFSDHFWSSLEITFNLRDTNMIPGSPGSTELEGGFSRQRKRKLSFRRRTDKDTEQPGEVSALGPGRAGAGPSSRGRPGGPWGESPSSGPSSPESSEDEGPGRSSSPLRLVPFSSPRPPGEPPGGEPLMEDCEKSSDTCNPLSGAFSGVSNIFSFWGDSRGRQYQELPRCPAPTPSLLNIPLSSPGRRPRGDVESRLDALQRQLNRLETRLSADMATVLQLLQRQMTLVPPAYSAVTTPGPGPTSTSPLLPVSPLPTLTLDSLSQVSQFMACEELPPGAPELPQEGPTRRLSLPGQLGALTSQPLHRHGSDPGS
#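 U2OS cells transduced with wild-type KCNH2 virus are loaded with FluxOr dye for 45 min, and thallium flux is measured in kinetic reads before and after stimulation buffer. Rate constants are normalized to DMSO controls.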
# CXXC DNA block: blocks binding of human MLL CXXC domain to DNA; Q03164; MLL-CXXC / FITC-HOXA9 DNA fluorescence polarization; Potency, µM (highest dose often 115 µM), for the others: top-dose activity change, negative = inhibition, usual class: inhibitors; hit rate 0.037% among 290,000; AID 2662; active means well fitted inhibition curve with a large enough effect in the polarisation, with a control signal flat, not every such curve was filed as active; inconclusive means small, poorly fitted or top-dose-only effect, or effect the other way, or a change in a side signal; inactive means no such curve, though single readings can be large or run the other way; the % refers to the polarisation; further: potency means the concentration at half of the fitted maximal effect
#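 Purified MLL-CXXC (added from a 7 uM solution) was preincubated 5 min at ambient with pinned compounds in 50 mM Tris-HCl pH 7.5, 50 mM NaCl, 1 mM DTT, 0.05% BSA. Fluorescein-labeled HOX-A9 DNA (50 nM solution) followed, 30 min, then polarization read.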
# MBNL1 CUG block: inhibitors of human MBNL1 binding to CUG repeat RNA; Q9NR56; TR-FRET MBNL1-His/biotin-(CUG)12 binding, 665/545 ratio; Potency, µM (series often up to 57.5 µM), without a hit: at the top dose activity change, negative = inhibition, actives largely listed as inhibitors; hit rate 0.036% among 280,000; AID 2675; active means well fitted inhibition curve with a large enough effect in the signal ratio, with a control signal flat, not every such curve was filed as active; inconclusive means small, poorly fitted or top-dose-only effect, or effect the other way, or a change in a side signal; inactive means no such curve, though single readings can be large or run the other way; the % refers to the signal ratio; further: potency means the concentration at half of the fitted maximal effect; on the % scale 0 is the no-effect control and ±100 the full control effect
#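 His-tagged MBNL1 binding to biotinylated (CUG)12 RNA was measured by TR-FRET using terbium anti-His antibody (0.055 ng/ul final) and streptavidin-XL665 (5 nM final). Compounds were titrated 92 nM to 58 uM; 60 min at room temperature.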
# KCNH2 3.1 inh: blocks the human KCNH2 3.1 channel isoform; U2OS KCNH2 3.1, thallium flux FluxOr; active compounds read low; activity change, % (tested at about 1.8 µM); hit rate 0.95% among 340,000; AID 720553;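 active means maximum activity change below -70%; inconclusive means maximum activity change from -70% to -50%; inactive means maximum activity change above -50%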;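 further: thallium influx rate constant from kinetic fluorescence after stimulation buffer; on the % scale 0 is the no-effect control and ±100 the full control effect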
#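 Steps: virus added to U2OS suspension (4 h, RT, dark); medium with 10% FBS added, cells plated, 37 C overnight; FluxOr/Red40 loading buffer 45 min RT; stimulation buffer, 2 min kinetic read; rate constant normalized.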
# GALK inhibitor: blocks human galactokinase activity; P51570; Purified GALK, Kinase-Glo residual ATP luminescence; AID 1868; hit rate 0.007% among 270,000; Potency, µM (series often up to 57.5 µM), for the others: at the highest dose activity change, negative = inhibition, most hits filed as inhibitors; further: potency means the concentration at half of the fitted maximal effect; on the % scale 0 is the no-effect control and ±100 the full control effect
#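 The enzyme phosphorylates galactose (100 uM) using ATP (35 uM); inhibition is detected as higher residual ATP, quantified by bioluminescence after 1 h reaction at room temperature, pH 8.0.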
# S-ASM inh: human S-ASM enzyme inhibition; P17405; placental ASM, HMU-PC fluorogenic substrate, 60 min; Potency, µM (doses to about 57.5 µM), for the others: at the highest dose activity change, negative = inhibition, most hits filed as inhibitors; hit rate 0.006% among 340,000; AID 504937; further: potency means the concentration at half of the fitted maximal effect
#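 Fluorogenic HMU-PC substrate (9 uM final) is turned over by placental ASM in 60 min at 37 C after a 10 min compound preincubation. Reaction ended by alkaline stop (pH 10), with fluorescence read at 386/447 nm.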
# AT treatment: candidate therapy for ataxia-telangiectasia; […] A-T fibroblasts, KAP-1 phosphorylation AlphaLISA; neocarzinostatin DNA damage 30 min before lysis; hit rate 0.19% among 320,000; AID 485349; Potency, µM (titrated, usually from 57.5 µM), for inactives: at the top dose activation, usual class: activators; further: potency means the concentration at half of the fitted maximal effect; % of control where 0% means no effect; nearly all actives have a fitted effect of over 45% in size
#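 hTERT-immortalized A-T patient fibroblasts ([…]), 500 cells/well in OPTI-MEM, 1% FBS, got compounds for 60 min, then NCS for 30 min at 37C. Lysates were then assayed for phospho-KAP-1 by AlphaLISA (anti-pKAP1 donor, anti-KAP1 acceptor beads), 6 hr at 25C.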
# Starred values were filed as active, the others as inactive; i = inactive; ? = inconclusive; / = not tested or not shown; & = joins results of further samples; [ ] = dose if it differs, or a comment. Unless noted, the call rests on the fitted dose curve; in most records, active means well fitted curve in the direction sought with a large enough effect; inconclusive means small, poorly fitted or top-dose-only effect, or another doubt; inactive means no such curve, though single readings can be large; an effect the other way counts as inactive or inconclusive. No enrichment for hits; any-hit rate near 2%.
# Under each structure – Coupling enz | Integrin act MD | TRPV1 ag | hERG WT inh | CXXC DNA block | MBNL1 CUG block | KCNH2 3.1 inh | GALK inhibitor | S-ASM inh | AT treatment
> Cc1ccc(-c2csc3nc(C)n(-n4cccc4)c(=O)c23)o1
    0 | 12% | 2 | 19 | -5% | 8% | 7 | 6% | 8% | 10%
> Cc1cccc(N(CC(=O)NCCC2=CCCCC2)S(C)(=O)=O)c1C
    2 | -5% | 14 | 5 | 12% | -2% | 0 | 0% | 5% | 3%
> Cc1cccc(NC(=O)Nc2ccc(OCc3ccccc3)cc2)n1
    2 | 7% | -3 | -11 | 1% | -17% | -11 | 1% | 2% | -7%
> COc1ccc(-n2c(SCC(=O)Nc3ccc(Br)cc3)nc(O)cc2=O)cc1
    0 | -7% | 2 | 2 | -2% | 8% | 3 | -1% | 0% | 1%
> COc1ccc(C(=O)NCC(=O)OCC(=O)c2ccc3c(c2)NC(=O)CO3)cc1OC
    0 | 16% | -2 | -6 | -9% | 1% | 1 | 0% | 4% | 36%
> CCN(CC(=O)Nc1ccc(NC(C)=O)cc1)C(=O)/C=C/c1cccs1
    0 | 7% | 0 | -4 | 4% | 28% | 18 | 2% | 2% | 0%
> NC(=O)NC(=O)CN1C(=O)NC(c2ccccc2)(c2ccccc2)C1=O
    0 | 3% | -2 | 5 | -7% | -3% | 13 | 15% | 0% | -2%
> CCOC(=O)Cc1csc(NC(=O)c2c(O)c3c(n(CC(C)C)c2=O)CCCC3)n1
    -1 | -16% | 4 | 9 | ? | -4% | 7 | -3% | 1% | 11%
> CCS(=O)(=O)N1CCN(c2ccc(C(=O)N3CCOCC3)cc2[N+](=O)[O-])CC1
    4 | 16% | -3 | 2 | -11% | ? | 18 | -4% | 0% | 28%
> C=CCn1c(O)c(CN2CCCCC2)c(C)c(C#N)c1=O
    -33* | 11% | -2 | 1 | -1% | 18% | -5 | 3% | 2% | -5%
> COc1cc(/C=N/NC(=O)CN(Cc2ccco2)S(=O)(=O)c2ccccc2)ccc1O
    3 | -7% | -2 | 17 | 0% | / | 6 | 0% | 53%[activator] | -4%
> CC(=O)OCC(=O)[C@@]1(OC(C)=O)[C@@H](C)C[C@H]2[C@@H]3C[C@H](F)C4=CC(=O)C=C[C@]4(C)[C@@]3(F)[C@@H](O)C[C@@]21C
    -1 | / | 3 | -3 | 3%&-1% | -4% | 0 | 0% | 3% | 13%
> CCOc1ccc(-n2c(C)nnc2SCC(=O)N(CC)CC)cc1
    2 | -22% | 4 | 5 | 1% | 11% | 2 | 2% | 2% | /
> COc1ccc(OC)c(CN2CCN(C(=O)c3cccc(S(=O)(=O)Nc4ccccc4OC)c3)CC2)c1
    / | -15% | 0 | 4 | / | / | -20 | / | 2% | -2%
> CCOC(=O)c1ccc2c(c1)C1C=CCC1C(C(=O)O)N2 (configuration not stated)
    -4 | / | 0 | / | -3% | ? | / | 3% | / | -4%
> O=C(Nc1ccc(Cl)cc1N1CCOCC1)C1CCCCC1
    3 | 7.1µM* | 0 | -2 | ? | -6% | -15 | 5% | 1% | 9%
> O=C(Nc1cccc(Cl)c1)Nc1ccon1
    0 | -5% | -2 | -7 | -3% | -8% | -4 | 1% | 0% | 18%
> O=C(C1CCN(S(=O)(=O)c2ccccc2)CC1)N1CCN(c2ccccc2)CC1
    0 | 19% | -6 | -11 | -2% | -18% | / | 6% | 2% | 1%
> CCOc1ccc(Nc2nc(N3CCCCC3)nc(N3CCCCC3)n2)cc1
    0 | 3% | -1 | -11 | 15% | -4% | -14 | 0% | -11% | -3%
> CC(=O)Nc1ccc(S(=O)(=O)N(C)CC(=O)NNc2c(F)c(F)cc(F)c2F)cc1
    / | -11% | / | 3 | / | / | 14 | / | 4% | 0%
> CCOc1ccc(S(=O)(=O)NCCC2=CCCCC2)c2ccccc12
    -11 | -30% | 11 | -4 | -2% | -4% | 10 | 0% | -10% | 6%
> COc1ccc(/C=C2\CCCC3C2=NN(C(=O)CSc2n[nH]c(N)n2)C3c2ccc(OC)cc2)cc1 (configuration not stated)
    -2 | 3% | 2 | -4 | -9% | 3% | 16 | -2% | 94% | -5%
> CCCNC(=O)COc1ccc(S(=O)(=O)Nc2ccc(C)cc2)cc1
    4 | 11% | 0 | 3 | -3% | 0% | 9 | 0% | 2% | 0%
> O=C(O)c1ccc(N2C(=O)/C(=C\c3ccccc3)N=C2c2ccccc2)cc1
    0 | 25% | 3 | 0 | 7% | ? | -2 | -8% | 79%[activator] | 0%
> CNC(=O)CN1C(=O)CSc2ncccc21
    -6 | 10% | 2 | 1 | -5% | -2% | -2 | 0% | 1% | -2%
> COc1ccc(C(=O)NNC(=O)CCC(=O)Nc2cc(C)on2)cc1
    -1 | 24% | -7 | 22 | 3% | -3% | 3 | 0% | -2% | 3%
> NC(=O)C1CCN(C(=O)CC2(CC(=O)O)CCCC2)CC1
    1 | 12% | -1 | -23 | -3% | 4% | 15 | -1% | 6% | -5%
> COc1cc(OC)c(C(=O)OCC(=O)N2CCOCC2)cc1OC
    0 | -8% | 1 | -2 | -1% | 2% | -5 | 10% | 2% | 2%
> COc1cc2c(cc1OC)-c1nnnn1C(C)(C)C2
    0 | 20% | 1 | -7 | 1% | -7% | 6 | 0% | 0% | -4%
> COc1cc(C(=O)NC(=S)Nc2ccccc2N2CCCC2)cc(OC)c1OC
    -6 | -40% | -1 | -17 | -1% | -3% | 12 | 7% | -3% | -6%
> COCCNC(=O)NC(=O)COC(=O)c1cccn1C
    3 | -10% | 0 | -6 | 16% | 23% | 3 | -2% | 1% | -5%
> COc1ccccc1-c1coc2c(CN3CCN(CCO)CC3)c(O)ccc2c1=O
    / | -19% | / | 7 | / | / | -16 | / | 29% | /
> COc1cc(/C=N/Nc2nc3ccccc3[nH]2)ccc1O
    1 | -33% | 0 | -3 | 4% | 16% | -12 | -1% | 36%[activator] | -5%
> Cc1nc(NC(=O)CSc2ccc(-c3nc4ccccc4[nH]3)cn2)sc1C
    -1 | -33% | 0 | -1 | 24% | 12% | -3 | -1% | 3% | 9%
> Oc1ccc(/C=N\Nc2cc(N3CCOCC3)nc(N3CCOCC3)n2)c(O)c1
    -20 | -6% | ? | 1 | -1% | ? | -4 | -5% | 22% | -5%
> COc1ccccc1C=C1SC(=S)NC1=O
    / | ? | / | -10 | / | / | 7 | / | -9% | /
> Cn1c(=O)n(Cc2ccco2)c(=N)c2c3c(sc21)CCC3
    4 | -3% | 3 | 1 | 3% | -15% | -3 | 1% | 1% | /
> COc1cccc(C(=O)NOCc2ccc(C)cc2)c1OC
    / | 5% | ? | -6 | / | / | 6 | / | -3% | ?
> CCCN(c1ccc(OCC)cc1)S(=O)(=O)c1ccc2c(c1)NC(=O)CO2
    / | 13% | 9 | 0 | -1% | -3% | -15 | 0% | -2% | 12%
> CC1CN(c2ccc(Cl)cc2)c2nc3c(c(=O)[nH]c(=O)n3C)n2C1 (configuration not stated)
    3 | 8% | -2 | -7 | -11% | 1% | -11 | 2% | 0% | -13%
> O=C(COc1ccc(F)cc1)NC1CC1
    0 | -17% | -3 | -1 | 0% | -6% | 6 | 3% | 3% | 6%
> COc1ccccc1N1C(=O)CC(Nc2ccc(N3CCOCC3)cc2)C1=O (configuration not stated)
    -23 | -23% | 1 | 4 | 2% | ? | 10 | 3% | -2% | -11%
> COc1ccccc1N1CCN(C(=O)CNC(=O)c2ccc(Cl)cc2Cl)CC1
    8 | -11% | -2 | 2 | -7% | 1% | 11 | 0% | -2% | -7%
> O=C(/C=C/c1cccc(OCc2ccccc2)c1)c1cccnc1
    1 | -20% | 25 | i | 8% | 1% | 16 | -2% | 0% | 4%
> Cc1cccc(N2C(=O)CC(N(O)c3ccccc3)C2=O)c1 (configuration not stated)
    0 | 17% | 7 | -8 | -8% | -8% | -3 | 6% | 7% | 4%

# Part of the list above, comma-delimited.
Structure,Coupling enz,Integrin act MD,TRPV1 ag,hERG WT inh,CXXC DNA block,MBNL1 CUG block,KCNH2 3.1 inh,GALK inhibitor,S-ASM inh,AT treatment
Oc1ccc(/C=N\Nc2cc(N3CCOCC3)nc(N3CCOCC3)n2)c(O)c1,-20,-6%,?,1,-1%,?,-4,-5%,22%,-5%
COc1cc(/C=N/Nc2nc3ccccc3[nH]2)ccc1O,1,-33%,0,-3,4%,16%,-12,-1%,36%[activator],-5%
O=C(COc1ccc(F)cc1)NC1CC1,0,-17%,-3,-1,0%,-6%,6,3%,3%,6%
CCCN(c1ccc(OCC)cc1)S(=O)(=O)c1ccc2c(c1)NC(=O)CO2,/,13%,9,0,-1%,-3%,-15,0%,-2%,12%
